# RAD52 anneal inh: RAD52 (human) annealing inhibition. inhibition, % at 18.7 µM. recombinant RAD52 DNA annealing, FRET fluorescence. actives 0.46% (n = 360,000);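 active = every replicate showing at least 50% inhibition; inconclusive = mean inhibition at least 50% but not in every replicate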
# Target sequence (P43351 whole entry, looked up): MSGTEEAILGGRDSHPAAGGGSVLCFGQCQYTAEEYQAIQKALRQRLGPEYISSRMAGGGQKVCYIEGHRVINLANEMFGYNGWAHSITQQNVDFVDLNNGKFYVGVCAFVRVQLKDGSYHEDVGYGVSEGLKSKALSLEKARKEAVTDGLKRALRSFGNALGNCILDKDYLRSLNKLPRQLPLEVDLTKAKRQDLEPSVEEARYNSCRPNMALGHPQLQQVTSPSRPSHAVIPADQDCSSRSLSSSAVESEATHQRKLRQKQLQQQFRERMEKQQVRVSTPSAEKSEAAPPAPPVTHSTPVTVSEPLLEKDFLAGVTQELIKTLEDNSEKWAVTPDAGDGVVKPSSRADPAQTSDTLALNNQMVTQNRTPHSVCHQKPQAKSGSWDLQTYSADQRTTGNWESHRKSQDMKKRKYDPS
# ERAP1 HTS inh: blocks human ERAP1 aminopeptidase activity; recombinant ERAP1, Leu-AMC fluorescence, 60 min; inhibition, % at 10.7 µM; actives 0.15% (n = 340,000);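 active = mean replicate inhibition of at least 30%, or all replicates individually reaching that 30% level; inactive = mean below 30% and not every replicate reaching it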;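 also: 0% = neutral control wells and 100% = L-leucinethiol positive control wells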
# RAD54 branch: inhibitors of human RAD54 branch migration; Q92698; RAD54 Holliday junction branch migration, FAM/BHQ fluorescence; inhibition, % at 10.4 µM; actives 0.14% (n = 360,000); AID 602329;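 active = mean normalized replicate activity at least 40 and at least half of replicates scoring 40 or more; inconclusive = only one of the two criteria met; inactive = mean below 40 and under half of replicates reaching 40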;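 also: 0% = median of neutral control wells and 100% = median of positive control wells; inhibitors cause a drop in the FAM fluorescence signal; in these data hits start at about 50%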
# PGC1a acetyl inh: PGC1a acetylation modulation, inhibitor mode | U2OS PGC1a acetylation, AlphaScreen anti-acetyl-lysine; with virally co-expressed GCN5 acetyltransferase | inhibition, % at 15.6 µM | actives 0.17% (n = 350,000) | AID 651687;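 active = every replicate shows inhibition of at least 40%; inconclusive = mean inhibition at least 40% but some replicate below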;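 also: 0% = neutral control wells and 100% = positive control wells; some results beyond the cut were filed as inactive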
# miR-122 sensor: inhibitors of miR-122 in Huh7 cells | activation (reporter increase), % at 12.5 µM | actives 0.3% (n = 340,000) | Huh7 miR-122 Renilla luciferase sensor, 48 h; neutral wells = 0, positive control = 100;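 active = mean replicate activation score at least 90 and every replicate individually at or above 90; inconclusive = only one of the two criteria met; inactive = neither criterion met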;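 also: higher luciferase means less miR-122 activity so hits act as miR-122 inhibitors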
# Cneo AK release: causes C. neoformans cell lysis. adenylate kinase release luminescence, 4 h; normalised: neutral wells 0, clomiphene wells 100. lysis activity, % at 15 µM. actives 0.2% (n = 360,000). AID 651654;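 active = mean lysis activity across replicates of at least 80%, whatever share of replicates individually reach that level; inactive = mean lysis activity below 80%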
#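 Material: C. neoformans cells; Schedule: 4 h static compound exposure, 37 °C, read 1 h post-reagent; Measured by: adenylate kinase release luminescence; Read-out: signal increase indicating cell lysis; Controls: Clomiphene as positive lysis control.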
# E-sel inducer: E-selectin induction on HUVECs. actives 0.37% (n = 260,000). P16581. activation, % at 7.58 µM. HUVEC E-selectin immunofluorescence imaging; normalized: neutral wells 0, TNF-alpha wells 100;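 active = mean E-selectin-positive cell signal at least 10% of the positive control, reached in at least 60% of replicates, without over 20% cell loss; inconclusive = no rule given, readout overlaps actives, possibly toxicity-flagged; inactive = the rest, including those meeting only one limit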;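 also: in these data hits start at about 27%; measured in HUVEC primary endothelial cells; signal is the percent of cells scored E-selectin positive by PE staining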
# Target sequence (P16581 whole entry, looked up): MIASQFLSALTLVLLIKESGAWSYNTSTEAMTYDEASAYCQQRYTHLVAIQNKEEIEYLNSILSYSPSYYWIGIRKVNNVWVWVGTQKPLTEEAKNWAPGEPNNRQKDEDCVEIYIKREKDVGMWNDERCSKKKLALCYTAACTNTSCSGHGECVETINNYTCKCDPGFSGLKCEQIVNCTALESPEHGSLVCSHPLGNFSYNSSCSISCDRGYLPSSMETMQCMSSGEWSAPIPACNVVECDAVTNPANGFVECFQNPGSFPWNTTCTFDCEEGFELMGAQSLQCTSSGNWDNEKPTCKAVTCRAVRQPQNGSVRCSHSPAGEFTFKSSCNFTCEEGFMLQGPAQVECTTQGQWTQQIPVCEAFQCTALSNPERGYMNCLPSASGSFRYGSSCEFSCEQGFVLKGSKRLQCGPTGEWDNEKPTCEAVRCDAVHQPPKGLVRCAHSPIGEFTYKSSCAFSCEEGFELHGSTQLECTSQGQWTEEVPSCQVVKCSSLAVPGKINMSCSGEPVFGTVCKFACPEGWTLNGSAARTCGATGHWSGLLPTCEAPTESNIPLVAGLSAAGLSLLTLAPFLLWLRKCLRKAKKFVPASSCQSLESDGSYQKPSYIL
#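 Read-out basis: % PE-positive cells; Test system: HUVEC primary endothelial cells; Technique: immunofluorescence imaging; Dosing: single-point compound dose.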
# PglD DTNB: inhibitors of Campylobacter jejuni PglD acetyltransferase | purified PglD enzyme, DTNB colorimetric CoA detection | inhibition, % at 12.5 µM | actives 0.098% (n = 360,000) | AID 602405; in the data active = inhibition above about 16%, passing the limit was not always enough; inconclusive = no clear call, values can overlap the other calls; also: strong numbers were not always called active
# * = called active by the depositor; u = inconclusive; x = not tested or not shown; [ ] = remark or other dose.
SMILES,RAD52 anneal inh,ERAP1 HTS inh,RAD54 branch,PGC1a acetyl inh,miR-122 sensor,Cneo AK release,E-sel inducer,PglD DTNB
COc1ccc(S(=O)(=O)N(C)CC(=O)NCCc2ccccc2)cc1OC,-5,-1,-12,-4,-6,0,0.0,5
CCC1CC2(C)NC(=O)c3c(sc4c3CC(C)(C)OC4)N2C1=O (stereo not given),x,x,-4,3,4,4,x,14
CCOC(=O)c1ccc(Cl)c(NC(=O)c2ccc(-c3ccccc3)cc2)c1,-20,2,0,-5,8,-4,x,-4
COc1ccc(CN2C(=O)c3cccnc3C2Nc2cc(Cl)c(OC)cc2OC)cc1 (stereo not given),x,x,-10,1,-1,-2,x,-1
COc1ccc(C#Cc2ccc3c(c2)[C@@H]2[C@@H](CCN2S(=O)(=O)C2=NC(C)C=N2)[C@H](CO)N3C)cc1 (stereo not given in full),-13,-1,8,5,18[16.7 µM],21,1.3,4
CCCN(C)C[C@H]1Oc2ncc(-c3ccccc3)cc2C(=O)N([C@H](C)CO)C[C@@H]1C,12,-1,4,-7,-11[16.7 µM],51,x,-1
COc1ccc(NS(=O)(=O)c2cc(NC(=O)c3cccnc3Cl)ccc2N2CCCC2)cc1,-18,1,-6,-19,63,-1,0.3,0
COc1cc(CNC[C@H]2O[C@@H](n3ccc(N)nc3=O)[C@H](O)[C@@H]2O)ccc1OCc1ccc(C)cc1,-17,-1,x,1,-4,x,x,x
Cc1noc(C)c1S(=O)(=O)Nc1ccc2c(c1)C(=O)N([C@@H](C)CO)C[C@@H](C)[C@H](CN(C)S(=O)(=O)c1c(C)noc1C)OCCCC[C@@H](C)O2,1,2,1,-4,-9[16.7 µM],2,0.3,1
COc1cccc(-c2csc3ncnc(Sc4nnnn4C)c23)c1,-16,4,-6,0,-12,0,0.3,-3
CCC(C)(C)NC(=O)c1ccc2c(c1)N(CC(=O)N1CCCC1)C(=O)C(C)(C)O2,-3,0,12,-13,-2,3,x,-2
C[C@@H]1CN([C@@H](C)CO)C(=O)c2cc(C#Cc3ccccc3F)cnc2O[C@@H]1CN(C)C(=O)C1CC1,8,-1,3,9,-4[16.7 µM],-7,1.4,3
COc1cccc(CNc2nc3cc(-c4ccccc4)sc3c(=O)n2C)c1OC,-10,0,-2,x,-6,1,-0.1,4
Cc1nc2c(-c3ccccc3)c[nH]n2c(=O)c1Cc1ccccc1,-28,-1,21,3,-1,-2,x,10
COc1ccc(C(O)c2nc(-c3ccc4c(c3)OCO4)cs2)cc1 (stereo not given),-94,0,5,-11,0,-1,-0.1,-7
C[C@H]1CN([C@@H](C)CO)C(=O)c2cc(C#CCN(C)C)cnc2O[C@H]1CN(C)C(=O)NC1CCCCC1,-11,-2,-5,-10,-4[16.7 µM],-8,0.4,2
CCC(=O)N1CCC2(CC1)Oc1ccc(F)cc1C(=O)C21CC(c2cccnc2)=NO1 (stereo not given),-8,-4,-12,-7,-8,0,-0.4,9
O=C(N[C@H]1C=C[C@@H](CC(=O)N2CCOCC2)O[C@@H]1CO)c1ccccn1,-14,0,-2,1,x,-3,-0.5,5
CC1(C)CC(=O)c2sc(NS(=O)(=O)c3ccccc3)nc2C1,-12,-5,x,13,-1,x,x,x
CCc1ccccc1NC(=O)/C(C#N)=C/c1ccc(Sc2ccccc2)o1,-92,11,x,-2,-14,x,-1.0,x
COC(=O)c1cn(C(=O)c2ccc(F)cc2)c2ccccc12,-27,-2,2,3,-3,0,x,-4
COc1cc2c(cc1O)[C@@H]1Cc3cc(O)c(OC)cc3[C@H](C2)N1C,-4,2,-6,x,19,2,-0.1,5
CCOc1ccc(-n2nc(C(=O)N3CCN(CC)CC3)c3ccccc3c2=O)cc1,x,x,-12,19,2,1,x,4
Nc1ccc2oc(-c3cccc4ccccc34)nc2c1,x,x,-4,-1,10,-2,x,-3
CCOC(=O)c1c(C)[nH]c(C(=O)COC(=O)CNC(=O)c2ccc(Cl)cc2Cl)c1C,x,x,-7,-11,-2,-1,x,-18
COc1ccc(-c2c(-c3cc(OC)cc(OC)c3)n(C)c3ccc(-c4ccc(OC)cc4F)cc23)cc1,-74,x,0,x,1,0,-0.1,-3
Cc1ccc(N2CC(C(=O)Nc3nc4ccc(S(C)(=O)=O)cc4s3)CC2=O)cc1C (stereo not given),-17,3,0,x,x,0,0.0,-1
O=C(NCc1nnc(SCC(=O)N2CCCC2)o1)c1ccccc1F,x,x,-13,1,-2,-1,x,-2
CCCc1cc(C(=O)NCc2ccc(OC)cc2)no1,-17,4,-9,-4,-4,0,-1.2,-3
COc1cccc(/C=C2\N=C(C3CCCCC3)OC2=O)c1OC,-12,3,x,10,x,x,-2.3,x
O=C(NNS(=O)(=O)c1ccc(F)cc1)c1ccccc1,-15,2,-8,x,x,1,1.0,-5
CCN(CC)S(=O)(=O)c1ccc(N2CCN(c3ccccc3O)CC2)nc1,-8,-1,6,x,4,-8,-0.1,0
Cc1ccc(-n2c(=O)c(C#N)cc3c(=O)n4cccc(C)c4nc32)cc1,x,x,-12,x,-8,-1,x,1
Cc1ncccc1C(=O)N1CCCC(c2cc(C(=O)Nc3ccc(C(C)(C)C)cc3)no2)C1 (stereo not given),-14,11,-1,-1,-7,-1,-2.5,-2
Cn1c(=O)c2c(-c3ccc(C(C)(C)C)cc3)n(N3CCOCC3)cc2n(C)c1=O,x,x,0,-1,-6,0,x,4
Cc1nc2ccccc2n1CC(O)COc1ccccc1Cl (stereo not given),-18,-2,6,1,1,0,x,1
CC(C)(C)C(=O)CN1C(=O)NC2(CCc3ccccc32)C1=O (stereo not given),-29,2,3,x,-4,2,x,-3
O=C(NCCc1ccccc1)C1CCCN(S(=O)(=O)c2cccs2)C1 (stereo not given),11,-3,6,3,-4,-2,0.9,-1
CNc1cncc(-c2ccc(CN3CCOCC3)cc2)n1,-7,10,6,12,7,-1,0.2,0
CCc1ccccc1N1CC(C(=O)O)CC1=O (stereo not given),x,x,-2,2,1,0,x,0
O=C(Nc1ccc(N2C(=O)C3C4C=CC(C4)C3C2=O)cc1)Nc1nncs1 (stereo not given),-13,2,-4,-14,1,-2,0.1,x
Cc1ccc(F)cc1NC(=O)N1CCNC(=O)C1CC(=O)Nc1cc(Cl)ccc1Cl (stereo not given),-2,2,-10,x,-10,0,0.1,1
CC1CCC2C(=O)N(c3cccc(OS(=O)(=O)c4ccccc4)c3)C(=O)C2C1 (stereo not given),-14,6,0,0,-6,0,x,3
O=C(O)c1cc([N+](=O)[O-])c(Nc2cccc3ccccc23)c([N+](=O)[O-])c1,-6,3,-4,4,-4,-2,x,-2
CCCN1C[C@@H](C)[C@H](OC)CN(C)C(=O)c2cc(NS(=O)(=O)c3ccccc3)ccc2OC[C@H]1C,-3,x,6,0,x,-1,0.2,1
C[C@H]1CCCCO[C@H](CN(C)CC2CCCCC2)[C@@H](C)CN([C@@H](C)CO)C(=O)c2cc(NC(=O)c3ccncc3)ccc2O1,13,-1,7,-11,9[16.7 µM],8,-0.1,3
CO[C@@H]1CN(C)C(=O)c2ccc(NC(=O)NC(C)C)cc2OC[C@@H](C)N(C(=O)NC(C)C)C[C@H]1C,4,2,13,-2,12[16.7 µM],-3,0.0,5
COc1ccc(S(=O)(=O)N2CCC(C(=O)NCC3CCCCC3)CC2)cc1,-10,-1,-3,2,-2,1,x,2
CCCCNC(=O)CN(C1CCCCC1)S(C)(=O)=O,x,x,4,13,2,1,x,5
O=C(COc1ccccc1Cl)Nn1cnnc1,x,x,12,2,0,-4,x,2
O=C(C[C@H]1C[C@@H]2c3cc(NS(=O)(=O)c4ccc(F)cc4)ccc3O[C@@H]2[C@H](CO)O1)NCc1ccccc1F,-38,2,1,1,3[16.7 µM],3,-0.2,1
COc1ccc([Si](C)(C)[C@H]2[C@H](CCn3cc([C@H](O)c4ccccc4)nn3)O[C@@]3(C(=O)N(Cc4cccc(N5CCOC5=O)c4)c4ccccc43)[C@@H]2C)cc1,11,1,-6,18,x,-8,x,-1
O=C(CSc1nnc(NC(=O)Cc2ccccc2)s1)NCC1CCCO1 (stereo not given),-11,-3,3,-1,-4,-1,x,-5
Cc1cc(NC(=O)c2cc(C3CC3)on2)n(-c2ccccc2)n1,-10,4,12,x,x,3,x,1
CN1C(=O)c2cc(NC(=O)c3cccs3)ccc2OC[C@H]2O[C@H](CC(=O)NCC(F)(F)F)CC[C@@H]21,4,2,-3,-5,-8[16.7 µM],-3,-0.1,0
O=S(=O)(O)c1cc2oc(-c3ccccc3)nc2c2ccccc12,-6,5,-11,x,x,-3,0.1,-4
CN(C(=O)c1cccs1)c1ccccc1C(=O)O,x,x,-5,4,-5,1,x,-7
O=C(Nc1ccc(-c2nc3ccccc3o2)cc1)c1cc(-n2cnnc2)ccc1Cl,x,x,3,-1,-5,0,x,-4
O=c1cccccc1NN=C1CCCCC1,-67,x,-10,4,x,-2,x,-4
COC(=O)c1ccc(CN2CC(=O)N3[C@H](CO)[C@H](c4ccc(-c5cccnc5)cc4)[C@@H]3C2)cc1,-3,0,x,8,x,x,-0.2,x

# Reprinted at random: two records from the list.
SMILES,RAD52 anneal inh,ERAP1 HTS inh,RAD54 branch,PGC1a acetyl inh,miR-122 sensor,Cneo AK release,E-sel inducer,PglD DTNB
O=C(NNS(=O)(=O)c1ccc(F)cc1)c1ccccc1,-15,2,-8,x,x,1,1.0,-5
C[C@H]1CCCCO[C@H](CN(C)CC2CCCCC2)[C@@H](C)CN([C@@H](C)CO)C(=O)c2cc(NC(=O)c3ccncc3)ccc2O1,13,-1,7,-11,9[16.7 µM],8,-0.1,3

# Additional compounds:
SMILES,RAD52 anneal inh,ERAP1 HTS inh,RAD54 branch,PGC1a acetyl inh,miR-122 sensor,Cneo AK release,E-sel inducer,PglD DTNB
C[C@H](CO)N1C[C@H](C)[C@H](CN(C)C(=O)c2ccncc2)Oc2ncc(C3=CCCCC3)cc2C1=O,6,1,-18,0,-7[16.7 µM],0,1.3,6
Cc1cc(C)nc(SCC(=O)NNS(=O)(=O)c2ccc(C#N)cc2)n1,-2,1,x,x,1,x,-3.9,x
O=C(C[C@@H]1C=C[C@H](NS(=O)(=O)c2ccc(F)cc2)[C@H](CO)O1)NC1CCC1,-4,-5,-2,-1,x,-1,0.0,-1
COc1cccc(CNC(=O)Cn2nc(C)c3c(C)n(-c4ccc(C)cc4)nc3c2=O)c1OC,-4,-4,3,-7,1,3,u,0
CC(C)NC(=O)Nc1ccc2c(c1)C(=O)N([C@@H](C)CO)C[C@H](C)[C@@H](CN(C)Cc1ccccc1)O2,-9,1,9,7,3[16.7 µM],-6,-0.2,3
CN(C)CC#Cc1ccc([C@H]2[C@@H](CO)N3CCCCN(CC4CC4)C[C@H]23)cc1,67*,3,1,1,-6[16.7 µM],-1,-0.4,5
CC(C)Oc1ccc(/C=C(/NC(=O)c2ccccc2)C(=O)NC(Cc2ccccc2)C(=O)O)cc1 (stereo not given),-28,14,x,-11,-4,x,x,x

# Some values from the list:
# For PGC1a acetyl inh, CCOc1ccc(-n2nc(C(=O)N3CCN(CC)CC3)c3ccccc3c2=O)cc1 reads 19
# For ERAP1 HTS inh, O=C(C[C@H]1C[C@@H]2c3cc(NS(=O)(=O)c4ccc(F)cc4)ccc3O[C@@H]2[C@H](CO)O1)NCc1ccccc1F reads 2
# For RAD52 anneal inh, COc1ccc([Si](C)(C)[C@H]2[C@H](CCn3cc([C@H](O)c4ccccc4)nn3)O[C@@]3(C(=O)N(Cc4cccc(N5CCOC5=O)c4)c4ccccc43)[C@@H]2C)cc1 reads 11
# For RAD54 branch, CCCc1cc(C(=O)NCc2ccc(OC)cc2)no1 reads -9

# High-throughput results from PubChem BioAssay.
